Source: PubChem (Sanford-Burnham Center for Chemical Genomics)
mIAP block – blocks mouse intestinal alkaline phosphatase. purified mouse IAP, CDP-Star luminescence, 30 min. inhibition, % at 10 µM. 330,000 tested, 0.2% active. AID 2806;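 active = inhibition of at least 40% at 10 µM in the primary screen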;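 also: plate controls were DMSO with enzyme for no effect and no enzyme wells for full effect; values of inactives mirror those of a sister screen read the other way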
A3A deaminase – human APOBEC3A DNA deaminase inhibition. 330,000 tested, 0.41% active. inhibition, % at 20 µM. recombinant A3A, FAM/TAMRA ssDNA deamination fluorescence. P31941;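 active = at least 40% inhibition at 20 µM here, with at most 30% in a related deaminase screen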;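 also: plate controls were A3A with DMSO for no effect and wells lacking A3A enzyme for full effect; some results filed as inactive read as strong as hits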
Target sequence (P31941 whole entry, looked up): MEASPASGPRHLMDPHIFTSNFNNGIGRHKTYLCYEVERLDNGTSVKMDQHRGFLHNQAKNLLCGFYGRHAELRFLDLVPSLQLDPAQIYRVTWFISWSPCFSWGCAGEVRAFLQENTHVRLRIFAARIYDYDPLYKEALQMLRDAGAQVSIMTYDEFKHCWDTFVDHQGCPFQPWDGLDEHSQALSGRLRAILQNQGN
beta cell repl – MIN6 beta-cell proliferation induction. MIN6 cells proliferation, ATPlite luminescence, 48 h; cells starved in 0.2% serum; 100% = growth in 10% serum. proliferation, % at 10 µM. 330,000 tested, 0.29% active;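 active = compounds whose signal lies at least 3.5 SD above the mean of all wells on their plate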;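 also: 0% = DMSO-treated cells in low-serum medium and 100% = 10% serum control; some compounds called inactive have numbers as strong as hits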
SENP1 inh – inhibitors of human SENP1 SUMO protease catalytic domain; inhibition, % at 10 µM; recombinant SENP1 catalytic domain, CyPet-SUMO1-YPet FRET cleavage; Q9P0U3; 360,000 tested, 0.21% active;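 active = inhibition at least 30% at 10 µM, raw YFP signal under a set limit, fluorescence ratio 0.5 to 1.5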;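 also: 0% = enzyme with DMSO and 100% = no enzyme wells; some results filed as inactive read as strong as hits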
Target sequence (Q9P0U3 419-644 limits assumed): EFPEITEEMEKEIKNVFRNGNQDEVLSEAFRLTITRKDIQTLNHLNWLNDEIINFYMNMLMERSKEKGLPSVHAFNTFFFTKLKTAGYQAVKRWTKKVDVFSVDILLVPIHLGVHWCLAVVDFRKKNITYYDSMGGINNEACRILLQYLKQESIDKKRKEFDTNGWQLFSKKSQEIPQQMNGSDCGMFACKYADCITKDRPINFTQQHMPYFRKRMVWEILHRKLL
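Compound: 10 µM single point, 0.5% DMSO; Test system: hSENP1 catalytic domain, recombinant; Timing: 50 min reaction at room temperature; Technique: FRET, CFP and YFP emission; Control set: no-enzyme wells low, DMSO-plus-enzyme wells high control.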
mIAP activ – mouse IAP activation; muIAP, CDP-Star luminescence, 30 min; hits give high values; 1 = vehicle-only enzyme signal, 0 = enzyme-free wells; activation factor at 10 µM; 330,000 tested, 0.24% active; AID 2805;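 active = activation factor of at least 2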; also: the source names both 10 and 20 µM as test concentration; values of inactives mirror those of a sister screen read the other way
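also added = chemiluminescent substrate CDP-Star | test system = mouse IAP enzyme | signal = chemiluminescence readout | compound = DMSO-dissolved test compounds | incubation = 30 min at room temperature | benchmarks = DMSO wells, no-enzyme wells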
hIAP activ – increases human intestinal alkaline phosphatase activity; activation factor at 10 µM; AID 2524; purified human IAP, CDP-Star luminescence, 30 min; hits give high values; 1 = vehicle-only enzyme, 0 = enzyme-free background; 330,000 tested, 0.16% active; P09923;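 active = activation factor of the enzyme at least 2-fold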; also: the source names both 10 and 20 µM as test concentration; values of inactives mirror those of a sister screen read the other way
APOBEC3G inh – APOBEC3G (human) deaminase inhibition; inhibition, % at 20 µM; Q9HC16; recombinant A3G, ssDNA deamination FAM/TAMRA fluorescence; 330,000 tested, 0.28% active;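 active = inhibition of at least 40% at 20 µM, with no more than 30% in the related APOBEC3A deaminase screen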;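 also: plate controls were DMSO wells with A3G for no effect and wells lacking A3G enzyme for full effect; some compounds called inactive have numbers as strong as hits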
Target sequence (Q9HC16 whole entry, looked up): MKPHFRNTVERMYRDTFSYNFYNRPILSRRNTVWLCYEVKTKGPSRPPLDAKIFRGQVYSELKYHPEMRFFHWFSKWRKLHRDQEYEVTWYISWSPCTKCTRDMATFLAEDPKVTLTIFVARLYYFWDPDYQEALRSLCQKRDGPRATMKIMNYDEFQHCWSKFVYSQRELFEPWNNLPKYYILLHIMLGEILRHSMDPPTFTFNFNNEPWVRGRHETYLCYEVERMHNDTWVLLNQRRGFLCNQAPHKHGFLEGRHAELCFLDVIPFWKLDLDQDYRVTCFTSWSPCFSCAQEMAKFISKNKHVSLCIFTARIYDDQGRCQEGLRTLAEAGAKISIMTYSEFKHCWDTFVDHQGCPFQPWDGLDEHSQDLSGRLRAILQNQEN
NALP3 yeast inh – blocks the NALP3 inflammasome reconstituted in yeast; Yeast reconstituted NLRP3/ASC/caspase-1, beta-gal luminescence, 24 h; inhibition, % at 10 µM; 330,000 tested, 0.39% active;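 active = inhibition of 50% or more; inactive = inhibition below 50%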;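 also: plate controls were induced DMSO wells for no effect and uninduced yeast grown without galactose for full effect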
hIAP inh – blocks human intestinal alkaline phosphatase; AID 2544; inhibition, % at 10 µM; P09923; 330,000 tested, 0.12% active; purified IAP, CDP-Star luminescence, 30 min;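 active = inhibition reaching a set limit with compound at 10 µM in the primary screen, cut at about 35% in these data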;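 also: plate controls were DMSO wells with enzyme for no effect and no-enzyme buffer wells for full effect; values of inactives mirror those of a sister screen read the other way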
* marks the source's active call; other numbers are inactive results; · = not tested or not shown.

1	O=C(/C=C/c1ccc(O)cc1)c1ccc(O)cc1O
2	CCSc1nnc2n(-c3ccc(OC)cc3)c(=O)c3c4c(sc3n12)CCCC4
3	O=C(OCC(=O)N1CCCc2ccccc21)c1cccc(S(=O)(=O)N2CCc3ccccc32)c1
4	Cc1cc(C)nc(Nc2ccc(N3CCCC3)cc2)n1
5	Cc1ccc(S(=O)(=O)NCC(=O)N(CC(=O)NCc2ccc(F)cc2)CC2CCCO2)cc1 (stereo not given)
6	Clc1ccc(C2=Nn3c(nnc3-c3cccs3)SC2)cc1
7	CN(C)C=NC(=O)c1[nH]c2ccc(Cl)cc2c1-c1ccccc1
8	COc1ccccc1C1OC2=C(Nc3ccc([N+](=O)[O-])cc3N2)C1=O (stereo not given)

Compound | 1 | 2 | 3 | 4 | 5 | 6 | 7 | 8
mIAP activ | 0.89 | 0.99 | 1 | 0.99 | 0.92 | 0.92 | 0.95 | 0.99
beta cell repl | -8 | 6 | -2 | -5 | -3 | -1 | -7 | 2
A3A deaminase | -4 | -4 | -2 | 1 | -2 | 3 | 1 | 0
APOBEC3G inh | -7 | -5 | -5 | 6 | -10 | 0 | 10 | -5
hIAP activ | 1 | 1 | 0.88 | 1 | 1.1 | 1.2 | 1.1 | 0.87
SENP1 inh | -2 | 1 | -1 | 18 | 2 | 2 | -2 | 2
NALP3 yeast inh | 6 | 16 | 7 | 7 | 21 | 5 | -1 | 30
hIAP inh | 0 | -1 | 12 | -1 | -10 | -22 | -7 | 13
mIAP block | 11 | 1 | -2 | 0 | 8 | 8 | 5 | 1

9	Cc1ccccc1NS(=O)(=O)c1cc(C(=O)N2CCc3ccccc3C2)ccc1C
10	CSCCC(NC(=O)c1ccco1)C(=O)Nc1ccc(C)c(S(=O)(=O)N2CCOCC2)c1 (stereo not given)
11	COc1ccccc1CC(=O)Nc1ccon1
12	COc1ccc(CN(CC2CCCO2)C(=O)c2cc3sccc3n2C)c(OC)c1 (stereo not given)
13	Cc1cccc(OCCN2C(=O)C(=O)c3cc(C)ccc32)c1
14	COc1cccc(C2/C(=C(/O)c3ccc4c(c3)CC(C)O4)C(=O)C(=O)N2CCCn2ccnc2)c1 (stereo not given)
15	CC(Sc1cccc[n+]1[O-])C(=O)Nc1cccc([N+](=O)[O-])c1 (stereo not given)
16	N#Cc1cccc(NC(=O)CSc2n[nH]c(=O)[nH]c2=O)c1

Compound | 9 | 10 | 11 | 12 | 13 | 14 | 15 | 16
mIAP activ | 1 | 1.1 | 1 | 0.88 | 0.98 | 1 | 0.99 | 0.96
beta cell repl | -5 | 1 | 0 | -2 | -6 | -2 | -3 | -3
A3A deaminase | -2 | 3 | -8 | -3 | 1 | -6 | 3 | 7
APOBEC3G inh | -3 | -3 | -22 | -11 | 0 | 5 | -2 | -3
hIAP activ | 0.98 | 1.1 | 1.1 | 0.98 | 0.9 | 1.2 | 0.87 | 0.98
SENP1 inh | -1 | 2 | 1 | -2 | 2 | 2 | 1 | 4
NALP3 yeast inh | 4 | 22 | 17 | 4 | 0 | 12 | 27 | 6
hIAP inh | 2 | -5 | -6 | 2 | 10 | -21 | 13 | 2
mIAP block | -2 | -12 | -1 | 12 | 2 | -4 | 1 | 4

17	CC(C)(C)n1nc2c(c1NC(=O)c1cccc(Cl)c1)CS(=O)(=O)C2
18	COc1cc(CCN2C(=O)c3cccc4cccc(c34)C2=O)c(S(=O)(=O)N2CCCCCC2)cc1OC
19	O=C(Cn1cnc2c(NCc3ccccc3)ncnc21)NCc1ccccc1
20	CC1S/C(=N/N=C/c2cccs2)NC1=O (stereo not given)
21	CCN(C(=O)CSc1nnc(NCc2ccccc2)s1)C1CCS(=O)(=O)C1 (stereo not given)
22	CCCc1cc(=O)[nH]c(-n2[nH]c3c(c2=O)CCCC3)n1
23	CCOc1ncccc1C(=O)OCC(=O)Nc1cc(S(=O)(=O)N2CCOCC2)ccc1Cl
24	CCCC(=O)Nc1sc2c(c1C#N)CC(C)(C)NC2(C)C

Compound | 17 | 18 | 19 | 20 | 21 | 22 | 23 | 24
mIAP activ | 1 | 1.1 | 1 | 0.98 | 0.96 | 0.77 | 1 | 1.1
beta cell repl | 2 | -2 | · | 0 | -3 | -3 | 1 | 0
A3A deaminase | -5 | 0 | 1 | -2 | 1 | -1 | 5 | -1
APOBEC3G inh | 4 | -6 | 2 | -9 | 3 | 1 | -3 | -1
hIAP activ | 0.92 | 0.84 | · | 0.89 | 1.1 | 0.82 | 0.97 | 1
SENP1 inh | 1 | 1 | -1 | 1 | 3 | 7 | 1 | 0
NALP3 yeast inh | 2 | 16 | · | 19 | -3 | 12 | 1 | 9
hIAP inh | 8 | 16 | · | 11 | -5 | 18 | 3 | -4
mIAP block | 0 | -12 | -3 | 2 | 4 | 23 | 0 | -5

Quoted at random: 5 compounds from above, in no set order.
24	CCCC(=O)Nc1sc2c(c1C#N)CC(C)(C)NC2(C)C
23	CCOc1ncccc1C(=O)OCC(=O)Nc1cc(S(=O)(=O)N2CCOCC2)ccc1Cl
17	CC(C)(C)n1nc2c(c1NC(=O)c1cccc(Cl)c1)CS(=O)(=O)C2
19	O=C(Cn1cnc2c(NCc3ccccc3)ncnc21)NCc1ccccc1
21	CCN(C(=O)CSc1nnc(NCc2ccccc2)s1)C1CCS(=O)(=O)C1 (stereo not given)

Compound | 24 | 23 | 17 | 19 | 21
mIAP activ | 1.1 | 1 | 1 | 1 | 0.96
beta cell repl | 0 | 1 | 2 | · | -3
A3A deaminase | -1 | 5 | -5 | 1 | 1
APOBEC3G inh | -1 | -3 | 4 | 2 | 3
hIAP activ | 1 | 0.97 | 0.92 | · | 1.1
SENP1 inh | 0 | 1 | 1 | -1 | 3
NALP3 yeast inh | 9 | 1 | 2 | · | -3
hIAP inh | -4 | 3 | 8 | · | -5
mIAP block | -5 | 0 | 0 | -3 | 4

Continuation:
25	COc1cccc(C(=O)COc2cccc(NC(=O)c3cccc([N+](=O)[O-])c3)c2)c1
26	Cc1nn(C(C)(C)C)c(OC(=O)c2ccc(Br)o2)c1Sc1ccccc1
27	CCN(CC)S(=O)(=O)c1cccc(C(=O)N/N=C/c2c(C)nn(-c3ccccc3)c2Cl)c1
28	COc1ccc2[nH]c(=O)c(CN(Cc3cccnc3)Cc3nnnn3CC3CCCO3)cc2c1 (stereo not given)
29	CCC(C)NC(=O)C1c2ccccc2C(=O)N1Cc1ccc(OC)cc1OC (stereo not given)
30	NNC(=O)c1ccc(COCC(F)(F)C(F)F)cc1
31	CCCCc1cc(=O)oc2cc(OCC(=O)N3C[C@H]4C[C@@H](C3)c3cccc(=O)n3C4)ccc12
32	COc1nc(Nc2ccc(C(C)=O)cc2)nc(OC)n1

Compound | 25 | 26 | 27 | 28 | 29 | 30 | 31 | 32
mIAP activ | 0.91 | 0.91 | 1 | 0.98 | 0.91 | 1.1 | 0.85 | 0.98
beta cell repl | -4 | -5 | -2 | -1 | 4 | -2 | -1 | -2
A3A deaminase | 1 | 1 | -4 | 0 | 5 | -2 | -2 | -3
APOBEC3G inh | -6 | -2 | -6 | -6 | -1 | -8 | -7 | -7
hIAP activ | 0.91 | 0.81 | 0.98 | 1.1 | 0.94 | 1.2 | 1 | 1.1
SENP1 inh | 2 | 0 | 1 | -6 | 1 | 3 | 1 | 0
NALP3 yeast inh | 23 | -2 | 4 | 6 | -12 | 9 | -12 | 31
hIAP inh | 9 | 20 | 2 | -5 | 6 | -23 | -3 | -5
mIAP block | 9 | 9 | -2 | 2 | 9 | -8 | 14 | 2

33	Cc1ccc(S(=O)(=O)Nc2ccccc2N2CCOCC2)cc1
34	CN1C(=O)c2ccccc2N(C)C1c1ccccc1Cl (stereo not given)
35	CC(C)(C)C(=O)NC1CCN(CC(=O)Nc2ccc3c(c2)OCO3)CC1
36	O=C(OC1CCOC1=O)c1ccc(-c2nc3ccccc3s2)s1 (stereo not given)
37	COC(=O)c1ccc(Sc2nnnn2-c2ccccc2)c([N+](=O)[O-])c1
38	COc1ccc(/C=N/NC(=O)c2nc(-c3ccccc3)n(-c3ccccc3)n2)c(O)c1
39	CCOC(=O)NC(=S)Nc1ccc(C(C)(C)C)cc1
40	CCCCNC(=O)c1ccc(C)c(NC(=O)C2=C(C)OCCS2)c1

Compound | 33 | 34 | 35 | 36 | 37 | 38 | 39 | 40
mIAP activ | 0.92 | 1 | 1.1 | 0.92 | 0.91 | 0.85 | 0.94 | 1
beta cell repl | -1 | 1 | -2 | -4 | -3 | 0 | -1 | 1
A3A deaminase | 0 | 1 | 0 | 0 | 2 | 0 | -3 | -4
APOBEC3G inh | -7 | -4 | -8 | -2 | 0 | 3 | -4 | -8
hIAP activ | 1 | 1.2 | 0.91 | 1 | 1 | 1.4 | 0.99 | 1.1
SENP1 inh | 1 | -33 | 1 | -26 | -1 | -25 | 3 | -1
NALP3 yeast inh | 24 | 10 | 17 | 1 | 0 | 10 | 25 | 11
hIAP inh | -2 | -17 | 9 | -2 | -4 | -40 | 0 | -10
mIAP block | 8 | -4 | -7 | 8 | 9 | 15 | 6 | -4

41	CCCC[C@@H]1C[C@H]1[C@@H](NC(=O)c1cccs1)c1ccc(C(F)(F)F)cc1
42	COCCCNC(=O)Cn1cc2c(n1)CCCCC2
43	Oc1c(Cl)cc(Cl)cc1C1Nc2ccccc2-n2cccc21 (stereo not given)
44	COc1cc(CNCCN2CCOCC2)ccc1OCc1cccc(Cl)c1
45	CCC(=O)N1CCc2cc(S(=O)(=O)N3CCN(c4ccccn4)CC3)ccc21
46	S=c1nc(-c2ccccc2)n(Cc2cccnc2)c2c1CCCC2
47	O=C(COC(=O)c1cc(S(=O)(=O)N2CCOCC2)ccc1O)NCc1ccc2c(c1)OCO2
48	Cc1[nH]c2c(Cl)cccc2c(=O)c1CN1CCCCCC1

Compound | 41 | 42 | 43 | 44 | 45 | 46 | 47 | 48
mIAP activ | 1.2 | 0.99 | 0.98 | 1.1 | 0.92 | 0.91 | 1 | 1
beta cell repl | -7 | 3 | -1 | 0 | -1 | -2 | -3 | -2
A3A deaminase | 1 | -2 | 5 | -16 | -2 | -7 | -1 | -1
APOBEC3G inh | -8 | -3 | -7 | -5 | -3 | -5 | -3 | 2
hIAP activ | 1 | 0.92 | 1.1 | 1.1 | 0.79 | 0.98 | 1 | 0.97
SENP1 inh | · | 2 | 12 | 4 | 0 | · | 1 | -10
NALP3 yeast inh | 17 | 10 | 11 | 18 | 6 | 15 | 11 | 5
hIAP inh | -1 | 8 | -8 | -13 | 21 | 2 | -2 | 3
mIAP block | -20 | 0 | 2 | -8 | 8 | 9 | -4 | -1

49	COCCn1c(=N)c(S(=O)(=O)c2ccc(Br)cc2)cc2c(=O)n3ccccc3nc21
50	COCCCC1CCN(C(=O)C2CCC(=O)N(C3CCCC3)C2)CC1 (stereo not given)
51	Brc1ccc(-c2cnc3n2CCCC3)cc1
52	CCc1cccc(CC)c1NC(=O)CN1CC(C)SC1=NC1CCCCC1 (stereo not given)

Compound | 49 | 50 | 51 | 52
mIAP activ | 0.87 | 1 | 0.98 | 1
beta cell repl | 0 | -3 | 1 | -3
A3A deaminase | -1 | 1 | -4 | -3
APOBEC3G inh | -4 | -3 | 10 | -5
hIAP activ | 0.94 | 1.2 | 1.2 | 1
SENP1 inh | -33 | 1 | -20 | -3
NALP3 yeast inh | 20 | 12 | 18 | 12
hIAP inh | 6 | -20 | -24 | -1
mIAP block | 13 | -4 | 2 | -1

Not all compounds are listed; the hit share may differ from the screen's.
